# From PubChem
# EPAC2 antag: EPAC2 (human) antagonism; EPAC2 GEF exchange of Rap1B-BODIPY-GDP, fluorescence; Potency, µM (top dose mostly 114 µM), inactives show at the top dose activity, negative = inhibition, actives largely listed as inhibitors; 0.18% of 360,000 active; Q8WZA2; also: potency is read from the fitted curve at half-maximal effect; % is scaled to controls: 0 for no effect and ±100 for the full control effect; nearly all actives have a fitted effect of over 45% in size; many of its hits are not listed in these tables
# PLK1 PBD block: PLK1 (human) polo-box domain binding inhibition; Potency, µM, without a hit: max response, negative = inhibition, hits mostly inhibitors; AID 720504; 2.8% of 360,000 active; Plk1 PBD binding of FITC phosphopeptide, fluorescence polarization; P53350; also: potency is read from the fitted curve at half-maximal effect; series mostly up to about 57 µM; % is scaled to controls: 0 for no effect and ±100 for the full control effect; nearly all actives have a fitted effect of over 65% in size
# CCT chaperon mod: modulators of cytosolic chaperonin (CCT/TRiC) activity. purified chaperonin ATPase assay, HTRF ADP detection, 30 min. activity change, % (no concentration beside the values), hits read low. 0.3% of 360,000 active. AID 651819; in the data active = activity change below about -30%; also: % is scaled to controls: 0 for no effect and ±100 for the full control effect
#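 Enzyme 40 or 20 nM (batch-dependent) in Tris pH 7.4/KCl/MgCl2/DTT; cpd 76 uM single point; ATP 10 uM; 30 min 37 °C; Transcreener ADP HTRF detection, 30 min RT; ratio 665/615.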
# PI5P4Ka inh: PI5P4K alpha (human) kinase inhibition | P48426 | PI5P4Kalpha enzyme, ADP-Glo luminescence, 60 min; active compounds read low | max response, % | 1.2% of 330,000 active | AID 652105; active = max response of -50% or lower; inconclusive = between -30% and -50%; inactive = -30% or higher; also: value at the top dose of about 77 µM; % is scaled to controls: 0 for no effect and ±100 for the full control effect
#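 PI5P4Kalpha ADP-Glo assay; 5 microM ATP final; 60 min RT reaction; HEPES pH 7.4/EGTA/CHAPS, 5% DMSO; controls lacking substrate or enzyme; luminescent end-point.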
# EPAC1 agonist: agonists of human EPAC1 | EPAC1 agonist qHTS, biochemical assay; response scale: 100% = response to 6.5 mM cAMP | Potency, µM (titrated, usually from 154 µM), for the others: at the top dose activation, hits mostly activators | 0.073% of 360,000 active | AID 720707; also: potency is read from the fitted curve at half-maximal effect; nearly all actives have a fitted effect of over 60% in size
# Target sequence (O95398 whole entry, looked up): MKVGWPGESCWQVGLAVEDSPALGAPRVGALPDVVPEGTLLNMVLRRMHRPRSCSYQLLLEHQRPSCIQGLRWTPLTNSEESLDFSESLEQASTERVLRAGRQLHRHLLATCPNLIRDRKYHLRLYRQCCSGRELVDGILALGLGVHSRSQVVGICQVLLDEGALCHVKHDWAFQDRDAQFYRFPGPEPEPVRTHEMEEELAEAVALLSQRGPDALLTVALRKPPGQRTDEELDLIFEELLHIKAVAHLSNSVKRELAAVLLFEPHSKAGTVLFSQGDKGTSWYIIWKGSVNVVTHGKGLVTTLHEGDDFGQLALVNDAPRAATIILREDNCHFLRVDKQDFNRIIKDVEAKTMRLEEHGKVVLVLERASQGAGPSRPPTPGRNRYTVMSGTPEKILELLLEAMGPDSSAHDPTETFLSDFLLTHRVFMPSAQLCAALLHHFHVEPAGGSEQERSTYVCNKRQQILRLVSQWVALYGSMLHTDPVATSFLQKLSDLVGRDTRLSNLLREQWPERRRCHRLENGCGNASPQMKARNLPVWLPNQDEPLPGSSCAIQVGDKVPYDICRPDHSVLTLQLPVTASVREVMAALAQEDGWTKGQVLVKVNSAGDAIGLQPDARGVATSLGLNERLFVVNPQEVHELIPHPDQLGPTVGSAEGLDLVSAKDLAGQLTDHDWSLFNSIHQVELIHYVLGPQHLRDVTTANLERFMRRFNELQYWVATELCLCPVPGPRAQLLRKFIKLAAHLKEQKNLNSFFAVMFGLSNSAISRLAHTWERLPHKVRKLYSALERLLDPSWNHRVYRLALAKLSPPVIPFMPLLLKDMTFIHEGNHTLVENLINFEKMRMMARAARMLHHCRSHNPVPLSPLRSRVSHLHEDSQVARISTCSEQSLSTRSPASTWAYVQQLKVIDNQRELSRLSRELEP
#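 Read-out is the fluorescence drop as BODIPY-GDP leaves Rap1B (480 nm excitation, 540 nm emission), recorded every 5 minutes over 30 minutes. Reactions held 100 nM EPAC1, 250 nM Rap1B–BODIPY-GDP and 50 uM GDP, with 6.5 mM cAMP setting full activation.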
# EPAC1 antagonist: antagonists of human EPAC1. Potency, µM (doses to about 115 µM), for the others: at the highest dose activity change, negative = inhibition, hits mostly inhibitors. AID 720709. EPAC1 GEF assay, Rap1b-BODIPY-GDP exchange fluorescence. O95398. 0.14% of 360,000 active;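 also: potency is read from the fitted curve at half-maximal effect; plate controls were vehicle for no effect and positive control for full effect; nearly all actives have a fitted effect of over 50% in size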
# MmCpn inh: inhibitors of Methanococcus maripaludis chaperonin (MmCpn); purified Mm-Cpn ATPase, ADP Transcreener TR-FRET; Potency, µM (series often up to 76.9 µM), for the others: top-dose activity, negative = inhibition, actives largely listed as inhibitors; 0.031% of 330,000 active; AID 504842; also: potency is read from the fitted curve at half-maximal effect; % is scaled to controls: 0 for no effect and ±100 for the full control effect; nearly all actives have a fitted effect of over 80% in size
#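 Eu-cryptate anti-ADP/ADP-d2 competition gives a ratio inversely related to ADP. Enzyme at 25 nM was pre-exposed to compound for 10 min, then given 10 uM ATP for 30 min, 37°C throughout.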
# WRN helicase inh: inhibitors of human WRN helicase; Q14191; WRN helicase unwinding, fluorescent forked duplex, kinetic; Potency, µM (top dose mostly 114 µM), for inactives: at the top dose activity change, negative = inhibition, usual class: inhibitors; 0.46% of 360,000 active; also: potency is read from the fitted curve at half-maximal effect; % is scaled to controls: 0 for no effect and ±100 for the full control effect; nearly all actives have a fitted effect of over 55% in size
#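 WRN at 20 nM final was preincubated with compound for 15 min at room temperature; reaction started with 100 nM forked duplex oligonucleotide carrying fluorophore and quencher plus 2 mM ATP (final). Unwinding followed kinetically by red fluorescence (ex 525/em 598 nm).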
# An asterisk follows results filed as active; ? = inconclusive; · = no result given; [ ] = another dose, or the depositor's remark. Unless noted, calls follow the shape of the dose curve; as a rule, active = well fitted curve in the direction sought with a large enough effect; inconclusive = small, poorly fitted or top-dose-only effect, or another doubt; inactive = no such curve, though single readings can be large; an effect the other way counts as inactive or inconclusive. The list is partial; rates above refer to the full screens.
SMILES,EPAC2 antag,PLK1 PBD block,CCT chaperon mod,PI5P4Ka inh,EPAC1 agonist,EPAC1 antagonist,MmCpn inh,WRN helicase inh
CCC(C)NC(=O)c1cc(Cl)ccc1OC (stereo not drawn),-2%,-14%,1.3,-9,-1%,3%,-2%,-28%
COc1ccc2oc(C(=O)OCC(=O)N3CCCCC3C)c(C)c2c1 (stereo not drawn),-1%,-7%,-3.9,-4,11%,5%,-1%,?
COc1cccc(C(=O)OC(C)C(=O)NCC2CCCCC2)c1 (stereo not drawn),3%,-2%,1.6,0,4%,11%,1%,0%
CCSc1nc(-c2ccccc2)c2cc(Cl)ccc2n1,-1%,-3%,1.7,-4,-10%,2%,-1%,-4%
Cc1cc(Cl)nc(NC(=O)Nc2cccc(Cl)c2)n1,-1%,-2%,0.7,1,2%,18%,0%,-7%
O=C(CSc1nc2nn(-c3ccccc3)c(=O)c-2c2n1CCCCC2)c1ccc(OC(F)F)cc1,2%,-5%,-2.4,3,1%,-6%,0%,0%
c1cncc(-c2nc3ccccn3c2Nc2ccc3c(c2)OCCO3)c1,6%,-14%,-0.7,3,4%,-7%,-12%,-2%
CN1C(=O)N(CC(=O)N2CCN(c3ccccc3F)CC2)C(=O)C12CCCCC2,-7%,-6%,-2.1,0,8%,-1%,1%,1%
CC(C)OC(=O)c1cccc(-c2ccc(C=O)o2)c1,-4%,-2%,1.4,-7,5%,-13%,-10%,-5%
Cc1ccc(S(=O)(=O)N(C(=O)c2ccncc2)c2ccc3oc4c(c3c2)CCCC4)cc1[N+](=O)[O-],6%,2%,-1.2,5,1%,10%,1%,-19%[57.1 µM]
O=C(CNC(=S)N(CCCN1CCOCC1)Cc1cccs1)N1CCCCCC1,1%,-14%,0.1,-4,9%,-14%,?,1%
CCOC(=O)C1CC(=NO)c2ccc(OC)c(OC)c2C1 (stereo not drawn),0%,-11%,-0.8,-26,-10%,-3%,·,-1%
COc1cc(C(=O)NNC(=S)NCc2ccco2)cc(OC)c1OC,-9%,-3%,0.2,-4,-9%,9%,-1%,6%
S=C(Nc1ccc(Cl)c(Cl)c1)NC1CCN(Cc2ccccc2)CC1,-6%,-8%,-1.4,13,2%,-2%,0%,-10%
O=C(Nc1ccccc1N1CCOCC1)c1ccc(N2CCOCC2)c([N+](=O)[O-])c1,2%,-2%,1.0,3,0%,18%,1%,12%
CCO[C@@H]1OC(C(=O)NCc2ccccc2)=C[C@H](C(C)(C)C)[C@H]1CCCO,4%,-2%,-18,0,-9%,-6%,0%,3%
Cc1ccccc1C(=O)N1CCN(CCNC(=O)C(=O)Nc2ccc(Br)cc2)CC1,-9%,-16%,-2.1,7,4%,13%,0%,-28%
O=C(Nc1cc(C(F)(F)F)ccc1N1CCCC1)C1=COCCO1,-26%,-7%,-0.6,-6,-6%,-9%,-2%,-8%
Cn1cnnc1SC1CCCCC1NS(=O)(=O)c1ccc(Cl)cc1 (stereo not drawn),4%,1%,-0.9,·,1%,0%,3%,-1%
COc1ccccc1/C=C(\C#N)C(=O)Nc1ccc(S(N)(=O)=O)cc1,6%,-24%,2.2,1,3%,-9%,0%,6%
CCc1ccccc1NC(=O)CSc1nnc(-c2ccco2)n1N,3%,-8%,-4.2,-5,-2%,-14%,0%,5%
COc1ccc(-c2cc(C(=O)O)sc2C)cc1,-3%,-9%,0.1,-16,5%,-11%,-7%,-6%
CSCc1ccc(C(=O)N2CCC(N3CCC(C(=O)NC(C)C)CC3)CC2)o1,-3%,-7%,0.6,-1,0%,5%,-2%,-14%
CCOc1ccc(NC(=O)CCC(=O)NNC(=O)c2ccc(Br)o2)cc1,6%,-10%,-15,-13,6%,-13%,0%,-4%
COc1cc(COc2ccc(-c3nnco3)cc2)ccc1OC(F)F,3%,6%,2.1,9,6%,9%,0%,0%
O=C1NC[C@@H](Cc2cccc3ccccc23)N(CCc2cccc(F)c2)C1=O,-7%,-16%,-2.3,-6,10%,-12%,·,3%
Cc1cccc(NC(=O)c2sc3nc(N4CCOCC4)c4c(c3c2N)CCCC4)c1,3%,-27%,-0.7,-12,0%,1%,-1%,1%
CN1C(=O)C2(c3ccccc31)c1c(oc3ccccc3c1=O)C(=O)N2CCCO (stereo not drawn),4%,2%,-4.0,-1,-7%,6%,-2%,-25%
Cc1cc([N+](=O)[O-])cc2c1NC(c1ccccn1)C1CC=CC21 (stereo not drawn),9%,?,-1.4,-71*,-5%,-4%,-2%,-5%
Cn1ncc(Cl)c1C(=O)Nc1ccc(CN2CCCCC2)cc1,0%,-6%,-2.8,1,0%,5%,-2%,8%
O=C(CSc1nnc(Cc2cc(=O)[nH]c(=O)[nH]2)n1-c1ccc(F)cc1)NC1CCCC1,11%,-13%,1.2,-7,1%,-5%,0%,3%
O=C(Cc1ccccc1)Nc1c2c(nn1-c1cccc(Cl)c1)CS(=O)(=O)C2,-13%,-1%,2.5,·,2%,3%,-2%,3%
O=C(O)c1ccccc1-c1ccccc1C(=O)Nc1ccc(F)cc1,7%,-10%,2.2,-11,2%,9%,0%,4%
COc1ccc(CN2CC[C@H]3C=CC[C@@H](C(=O)NCCc4ccccc4)[C@H]3C2=O)cc1OC,3%,-12%,-1.2,-1,-2%,-1%,·,-23%
CCCc1cc(C(=O)Nc2sc3c(c2C(=O)OCC)CCCC3)no1,8%,-23%,1.4,-5,-6%,3%,2%,5%
O=C(NNC(=O)c1nn(-c2ccc(F)cc2)ccc1=O)c1ccc(C(F)(F)F)cc1,0%,0%,-3.8,0,-6%,6%,0%,1%
CCOc1ccc(C(=O)OCC(=O)N2CC(C)OC(C)C2)cc1OCC (stereo not drawn),1%,-1%,0.7,-5,4%,28%,-3%,13%
Cc1ccc(Cl)cc1N1CCN(C(=S)NCCc2ccccc2)CC1,1%,-9%,0.0,4,0%,1%,-4%,-4%
Cn1c(=O)c2c(SCC(=O)N3CCOCC3)nc(-c3ccccc3F)nc2n(C)c1=O,0%,-5%,-6.1,1,5%,-5%,-1%,-19%
Cc1c(C)c(C)c(CN2CCCC2)c(C)c1C,8%,-2%,-0.4,1,7%,6%,-1%,0%
Cc1ccc(Cl)cc1-n1c(=O)cc(N2CCN(C(=O)c3ccco3)CC2)[nH]c1=O,10%,-3%,-1.0,?,1%,-3%,1%,-15%
O=C(O)[C@H]1Cc2ccccc2CN1S(=O)(=O)c1ccc(F)cc1,8%,-9%,-2.0,-3,9%,-2%,1%,-2%
CCOC(=O)CN1N=C(c2ccc(C)cc2)CCC1=O,-1%,-11%,-2.9,-5,1%,-22%,0%,-3%
O=C(OCCN1C(=O)c2ccccc2C1=O)C1CC(O)CN1S(=O)(=O)c1ccc(Cl)cc1 (stereo not drawn),4%,6%,-2.1,5,-9%,-11%,0%,0%
Cc1cc(Br)ccc1OCC(=O)N(Cc1nc(-c2ccccc2)no1)C(C)C,0%,1%,0.2,·,16%,-1%,-1%,-10%
CCc1ccc(N(CC(=O)NC(C)C)C(=O)CCC(=O)Nc2nccs2)cc1,0%,-3%,-1.2,1,5%,14%,1%,3%[57.1 µM]
Cc1cc(/C=N/n2cnnc2)c(C)n1-c1ccc(OCc2ccc(F)cc2)cc1,-15%,-3%,3.9,·,?,-8%,1%,-12%
COc1ccccc1/C=N/NC(=O)CNC(=O)c1ccc(S(=O)(=O)N2CCCC2)cc1,-10%,-2%,1.4,-2,1%,-4%,0%,-2%
Cc1ccc(C(=O)N/N=C/c2cccnc2)cc1Cl,14%,-19%,-0.5,2,5%,-17%,·,1%
Cc1ccc2[nH]c(C(=O)O)c(NC(=O)[C@@H]3C[C@@H]3c3ccccc3)c2c1,9%,0%,-2.7,2,0%,3%,-1%,7%
Cc1[nH]c2ccccc2c1[C@H]1[C@@H](CC#N)C1(C)C,-12%,30µM*,-3.6,2,1%,-11%,2%,21%
Cc1cc(C)c(C)c(OCC(O)CN2CCN(c3ccccn3)CC2)c1 (stereo not drawn),3%,-1%,0.2,-9,-11%,-25%,1%,3%
Cn1c(-c2ccccc2)c[n+]2c1-c1ccccc1C2,11%,-5%,0.2,-4,11%,1%,-1%,-7%
Cc1cc(NC(=O)COc2cccc([N+](=O)[O-])c2)no1,3%,-6%,-2.1,-1,-4%,-16%,-3%,-4%
CCC(=O)c1cn([C@@H](CCC(OC)OC)CC(=O)OC(C)(C)C)cc1CC,6%,1%,-1.2,5,-6%,1%,·,4%
CCN(CC)C(=O)c1cccc(NC(=O)c2ccc3c(=O)n4c(nc3c2)CCC4)c1,6%,-6%,1.7,-8,1%,0%,-1%,?
COc1cc(NC(=O)Cn2cnc3c(NCc4ccccc4)ncnc32)cc(OC)c1OC,-7%,4%,1.3,26,-23%,-22%,3%,-2%
CC(=O)NC(Cc1ccccc1F)C(=O)NC1CCN(C(=O)c2cnccn2)CC1 (stereo not drawn),-4%,-11%,-1.3,·,6%,10%,0%,7%
COC(=O)c1ccc(COC(=O)c2cnc(Cl)c(Cl)c2)cc1,0%,-18%,-0.3,-8,10%,15%,2%,16%
CCOc1ccc(N(CC(=O)NCc2ccc(F)cc2)C(=O)c2ccco2)cc1,-4%,-17%,-2.2,4,3%,-17%,2%,4%

# Entries of single compounds, looked up by structure. Order of screens: EPAC2 antag	PLK1 PBD block	CCT chaperon mod	PI5P4Ka inh	EPAC1 agonist	EPAC1 antagonist	MmCpn inh	WRN helicase inh
# Listed for `COC(=O)c1ccc(COC(=O)c2cnc(Cl)c(Cl)c2)cc1` → 0%	-18%	-0.3	-8	10%	15%	2%	16%
# Listed for `Cc1cc(/C=N/n2cnnc2)c(C)n1-c1ccc(OCc2ccc(F)cc2)cc1` → -15%	-3%	3.9	·	?	-8%	1%	-12%
# Listed for `Cc1ccc(C(=O)N/N=C/c2cccnc2)cc1Cl` → 14%	-19%	-0.5	2	5%	-17%	·	1%

# (listing goes on)
SMILES,EPAC2 antag,PLK1 PBD block,CCT chaperon mod,PI5P4Ka inh,EPAC1 agonist,EPAC1 antagonist,MmCpn inh,WRN helicase inh
S=c1c2[nH]cnc2ncn1CCSc1ncnc2nc[nH]c12,8%,0%,-3.9,-10,-2%,8%,·,0%
O=C(Nc1ccc(Cl)c(C(F)(F)F)c1)c1ccco1,-19%,-15%,-0.6,1,-5%,-8%,-1%,-4%
O=C(NN1C(=O)NC2(CCCCC2)C1=O)c1cc2ccccc2o1,6%,2%,0.9,0,0%,-6%,2%,0%
CC1CCC(NC(=O)CN2CCCN(Cc3ccc(F)cc3Cl)C2=O)CC1 (stereo not drawn),-5%,-8%,-4.6,1,10%,-9%,2%,-3%
